TDP1 cell noCPT – qHTS for Inhibitors of human tyrosyl-DNA phosphodiesterase 1 (TDP1): qHTS in cells in absence of CPT. DT40 Tdp1-/- hTDP1 cells, no CPT, ATP luminescence, 48 h. Potency, µM (doses to about 46.2 µM), for inactives: at the top dose activity change, negative = growth inhibition, most hits filed as inhibitors. 15% of 420,000 active; note: nearly all actives have a fitted effect of over 55% in size
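Luminescent ATP content (CellTiter-Glo) served as the growth readout. Knockout chicken DT40 cells expressing human TDP1 were exposed to compounds without camptothecin for a minimum 48 hr at 37 °C.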
N370S GC – inhibits or activates N370S mutant glucocerebrosidase; P04062; N370S GC spleen homogenate, 4MU-glucoside fluorescence; Potency, µM (highest dose often 59.4 µM), inactives show at the highest dose activity change, negative = inhibition, hits mostly inhibitors; 0.092% of 330,000 active;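 note: 0% = full enzyme activity and -100% = no enzyme basal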
TDP1 inh – blocks human tyrosyl-DNA phosphodiesterase 1. Q9NUW8. recombinant TDP1, AlphaScreen DNA substrate cleavage. Potency, µM (series often up to 130 µM), for inactives: at the highest dose activity change, negative = inhibition, actives largely listed as inhibitors. 0.28% of 350,000 active; note: nearly all actives have a fitted effect of over 40% in size
Target sequence (Q9NUW8 whole entry, looked up): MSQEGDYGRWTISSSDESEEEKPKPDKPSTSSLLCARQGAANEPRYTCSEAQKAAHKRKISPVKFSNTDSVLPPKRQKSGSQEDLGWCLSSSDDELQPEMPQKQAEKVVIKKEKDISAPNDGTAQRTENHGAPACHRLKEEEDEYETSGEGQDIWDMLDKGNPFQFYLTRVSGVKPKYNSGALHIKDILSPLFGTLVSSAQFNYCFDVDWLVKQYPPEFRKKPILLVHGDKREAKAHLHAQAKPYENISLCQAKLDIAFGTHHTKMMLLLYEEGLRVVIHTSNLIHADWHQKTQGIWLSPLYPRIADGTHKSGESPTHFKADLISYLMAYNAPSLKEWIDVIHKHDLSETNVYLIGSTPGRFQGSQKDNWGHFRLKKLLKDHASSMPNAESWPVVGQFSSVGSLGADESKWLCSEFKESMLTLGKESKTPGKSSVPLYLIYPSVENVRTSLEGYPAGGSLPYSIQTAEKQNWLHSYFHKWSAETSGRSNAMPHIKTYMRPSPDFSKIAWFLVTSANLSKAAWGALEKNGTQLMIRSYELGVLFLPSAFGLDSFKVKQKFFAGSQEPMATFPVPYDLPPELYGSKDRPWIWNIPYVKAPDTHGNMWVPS
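Here, a 5' biotin and 3' phosphotyrosine-FITC DNA oligonucleotide reports Tdp1 activity: intact substrate bridges AlphaScreen beads, while cleavage leaves a 3' phosphate and drops signal. All incubations at room temperature.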
Active calls of the source: *; ? = inconclusive; . = no result given; [ ] = dose if it differs, or a comment. Calls come from the whole dose curve; as a rule, active = well fitted curve in the direction sought with a large enough effect; inconclusive = small, poorly fitted or top-dose-only effect, or another doubt; inactive = no such curve, though single readings can be large; an effect the other way counts as inactive or inconclusive. Unless noted, % is set by controls: 0 for no effect and ±100 for the full control effect; potency is the fitted concentration of half-maximal effect. This is a subset (hit frequency here may not be typical).

The opening 17 entries as a preview:
1: Cc1ccc(CN2C(=O)c3ccccc3NC2c2cc(Br)ccc2O)cc1 (stereo not given)
2: CCOC(=O)c1ccc(NC(=O)NC2CC3CCC(C2)N3Cc2nnnn2Cc2ccco2)cc1 (stereo not given)
3: COc1cccc(CC(=O)OCC(=O)NCC(=O)Nc2cccc(C)c2C)c1
4: O=C(COC(=O)C1CC2C=CC1C2)Nc1ccc2c(c1)OC(F)(F)O2 (stereo not given)
5: CC1(C)Cc2c(sc(NC(=O)/C=C/C(=O)O)c2C#N)CO1
6: CCCOc1ccccc1Nc1nnc(C)c(=O)[nH]1
7: CCN(CC)C(=O)Cn1cc(SCC(=O)NC)c2ccccc21
8: Cc1c(C(=O)N2CCOCC2)[nH]c2ccc(OCc3ccccc3)cc12
9: CN1CCN(c2ncnc3scc(-c4ccccc4Cl)c23)CC1
10: CCC1CN(C(=O)N2CCC(C(=O)NCCC3=CCCCC3)CC2)c2ccccc2O1 (stereo not given)

| screen / no. | 1 | 2 | 3 | 4 | 5 | 6 | 7 | 8 | 9 | 10 |
| --- | --- | --- | --- | --- | --- | --- | --- | --- | --- | --- |
| TDP1 cell noCPT | ? | ? | -5% | ? | -15% | -5% | 1% | ? | 9.2µM* | 12µM* |
| N370S GC | -5% | 3% | -13% | 30% | 10% | 19% | -7% | -8% | -7% | . |
| TDP1 inh | . | 4% | 0% | -5% | 2% | -2% | 4% | 10% | 2% | 1% |

11: CCCCCNC(=O)CN(c1ccc2c(c1)OCO2)S(C)(=O)=O
12: Cc1ccc(O)c(-c2cc(C(F)(F)C(F)F)nc(-c3ccccc3)n2)c1
13: COc1ccc(CCNc2oc(Cc3cccc4ccccc34)nc2C#N)cc1OC
14: COc1ccccc1-c1nnc(NC(=O)c2ccc(S(=O)(=O)N(C)Cc3ccccc3)cc2)o1
15: NC(=O)[C@H]1CC2(CC(c3cccc(NC(=O)COc4ccc(Cl)cc4)c3)=NO2)CN1C(=O)C(c1ccccc1)c1ccccc1 (stereo not given in full)
16: CCOC(=O)C(C)Sc1nc2c([nH]c3ccccc32)c(=O)n1C (stereo not given)
17: CC(C)(C)NCCCOc1ccc(Cl)cc1C(C)(C)C

| screen / no. | 11 | 12 | 13 | 14 | 15 | 16 | 17 |
| --- | --- | --- | --- | --- | --- | --- | --- |
| TDP1 cell noCPT | -13% | ? | ? | 9.2µM* | 13µM* | ? | . |
| N370S GC | 6% | 5% | 12% | -3% | 21% | 6% | 11% |
| TDP1 inh | 5% | 0% | -6% | 10% | 4% | 1% | 0% |

The list itself, from the start:
1: Cc1ccc(CN2C(=O)c3ccccc3NC2c2cc(Br)ccc2O)cc1 (stereo not given)
2: CCOC(=O)c1ccc(NC(=O)NC2CC3CCC(C2)N3Cc2nnnn2Cc2ccco2)cc1 (stereo not given)
3: COc1cccc(CC(=O)OCC(=O)NCC(=O)Nc2cccc(C)c2C)c1
4: O=C(COC(=O)C1CC2C=CC1C2)Nc1ccc2c(c1)OC(F)(F)O2 (stereo not given)
5: CC1(C)Cc2c(sc(NC(=O)/C=C/C(=O)O)c2C#N)CO1
6: CCCOc1ccccc1Nc1nnc(C)c(=O)[nH]1
7: CCN(CC)C(=O)Cn1cc(SCC(=O)NC)c2ccccc21
8: Cc1c(C(=O)N2CCOCC2)[nH]c2ccc(OCc3ccccc3)cc12

| screen / no. | 1 | 2 | 3 | 4 | 5 | 6 | 7 | 8 |
| --- | --- | --- | --- | --- | --- | --- | --- | --- |
| TDP1 cell noCPT | ? | ? | -5% | ? | -15% | -5% | 1% | ? |
| N370S GC | -5% | 3% | -13% | 30% | 10% | 19% | -7% | -8% |
| TDP1 inh | . | 4% | 0% | -5% | 2% | -2% | 4% | 10% |

9: CN1CCN(c2ncnc3scc(-c4ccccc4Cl)c23)CC1
10: CCC1CN(C(=O)N2CCC(C(=O)NCCC3=CCCCC3)CC2)c2ccccc2O1 (stereo not given)
11: CCCCCNC(=O)CN(c1ccc2c(c1)OCO2)S(C)(=O)=O
12: Cc1ccc(O)c(-c2cc(C(F)(F)C(F)F)nc(-c3ccccc3)n2)c1
13: COc1ccc(CCNc2oc(Cc3cccc4ccccc34)nc2C#N)cc1OC
14: COc1ccccc1-c1nnc(NC(=O)c2ccc(S(=O)(=O)N(C)Cc3ccccc3)cc2)o1
15: NC(=O)[C@H]1CC2(CC(c3cccc(NC(=O)COc4ccc(Cl)cc4)c3)=NO2)CN1C(=O)C(c1ccccc1)c1ccccc1 (stereo not given in full)
16: CCOC(=O)C(C)Sc1nc2c([nH]c3ccccc32)c(=O)n1C (stereo not given)

| screen / no. | 9 | 10 | 11 | 12 | 13 | 14 | 15 | 16 |
| --- | --- | --- | --- | --- | --- | --- | --- | --- |
| TDP1 cell noCPT | 9.2µM* | 12µM* | -13% | ? | ? | 9.2µM* | 13µM* | ? |
| N370S GC | -7% | . | 6% | 5% | 12% | -3% | 21% | 6% |
| TDP1 inh | 2% | 1% | 5% | 0% | -6% | 10% | 4% | 1% |

17: CC(C)(C)NCCCOc1ccc(Cl)cc1C(C)(C)C
18: CCOc1ccccc1-n1cnc(C#N)c1N
19: CCOc1ccccc1NC(=O)CSc1nnc(CNC(=O)COc2ccc(Cl)cc2)o1
20: CCOc1ccc(S(=O)(=O)NCCC(=O)NC2CCN(Cc3ccccc3)CC2)cc1
21: Cn1c(O)c(N=Nc2ccccc2)c2ccccc21
22: O=C1[C@H]2[C@H]3[C@H](O)[C@H](O)C/C(=N/OC[C@@H](O)COCc4ccco4)[C@H]3CC[C@@H]2C(=O)N1Cc1ccc2c(c1)OCO2
23: Cn1c(Cc2ccccc2)nnc1SCc1nc2ccccc2c(=O)[nH]1
24: O=C(CN1C(=O)COc2ccccc21)NCCN1CCOCC1

| screen / no. | 17 | 18 | 19 | 20 | 21 | 22 | 23 | 24 |
| --- | --- | --- | --- | --- | --- | --- | --- | --- |
| TDP1 cell noCPT | . | 3% | -19% | -17% | -25% | . | -14% | 4% |
| N370S GC | 11% | 10% | 2% | -8% | -2% | -16%[12.8 µM] | 0% | 0% |
| TDP1 inh | 0% | -3% | 2% | . | . | 10%[21 µM] | 0% | . |

25: N#CC(c1ccc(Cl)cc1)N1CCOCC1 (stereo not given)
26: Cc1ccc(C[C@H](C(=O)O)N2C(=O)c3ccc(C(=O)O)cc3C2=O)c(C)c1
27: O=C1Nc2ccccc2Nc2ccc([N+](=O)[O-])cc21
28: C=CCc1cccc(C2C(C)CCC3C(=O)N4C(CCC(C)C4c4cccc(CC=C)c4)C(=O)N32)c1 (stereo not given)
29: CCOc1ncccc1C(=O)Nc1ccccc1N1CCOCC1
30: CCCCNC(=O)Nc1cc(C(=O)OC)ccc1Cl
31: O=C(Nc1ccc(S(=O)(=O)Nc2ncccn2)cc1)c1ccc(N2CCCC2=O)cc1
32: Cc1ccc(OCC(=O)N/N=C\c2c(C)[nH]n(-c3ccccc3)c2=O)c([N+](=O)[O-])c1

| screen / no. | 25 | 26 | 27 | 28 | 29 | 30 | 31 | 32 |
| --- | --- | --- | --- | --- | --- | --- | --- | --- |
| TDP1 cell noCPT | -3% | . | -31% | . | ? | -3% | 7% | 4.1µM* |
| N370S GC | -14% | 0% | 1% | 11%[12.8 µM] | . | 3% | -9% | -15% |
| TDP1 inh | 7% | 6% | . | 10%[21 µM] | -4% | 3% | . | 9% |

33: Cc1c(Cl)cccc1NC(=S)NCCCN(C)C
34: O=C(O)Cc1n[nH]c(=O)c2ccccc12
35: COC(=O)C1=C(C)N(Cc2ccc(C)cc2)C(=O)/C1=C\c1ccc(O)c(OC)c1
36: O=S(=O)(NC1CCCCC1N1CCN(c2ccccc2F)CC1)c1ccc(Cl)cc1 (stereo not given)
37: CC(C)CNC(=O)c1cc([N+](=O)[O-])ccc1N1CCOCC1
38: COc1ccc(S(=O)(=O)N2CCOC23CCN(S(=O)(=O)c2ccc(C)cc2)CC3)cc1
39: CCc1ccc(-n2c(SCc3cc(=O)n4cc(Br)ccc4n3)nc3[nH]ncc3c2=O)cc1
40: Cn1cc(-c2cc3n(n2)CCC(=O)N3CCCC(=O)Nc2ccc(F)cc2F)c2ccccc21

| screen / no. | 33 | 34 | 35 | 36 | 37 | 38 | 39 | 40 |
| --- | --- | --- | --- | --- | --- | --- | --- | --- |
| TDP1 cell noCPT | 5% | -24% | -29% | ? | -15% | ? | 21µM* | ? |
| N370S GC | 5% | -10% | -27% | 4% | 10% | -2% | -6% | . |
| TDP1 inh | -1% | 5% | 11% | 5% | 0% | 0% | 8% | 3% |

41: CC(C)(C)c1nc[nH]c(=O)c1Br
42: CCCC1=NN(c2ccc([N+](=O)[O-])cc2)C(=O)/C1=C\N(C)C
43: CCCn1c(=O)c2c(C(F)(F)F)cc(-c3cccs3)nc2n(CCC)c1=O
44: CC(C)(C)NC(=O)C(=O)NNC(=O)c1ccc(C(C)(C)C)cc1
45: CCCCN(C(=O)C1=NN(c2cc(C)ccc2C)C(=O)CC1)c1c(N)n(CCC)c(=O)[nH]c1=O
46: Cc1ccc(OCCn2cc(Br)c(=O)[nH]c2=O)cc1
47: CCc1ccc(N2C(=O)CC(Cn3nc(C)cc3C)C2=O)cc1 (stereo not given)
48: Cc1cccc(NC(=O)Cc2ccc(F)cc2)c1

| screen / no. | 41 | 42 | 43 | 44 | 45 | 46 | 47 | 48 |
| --- | --- | --- | --- | --- | --- | --- | --- | --- |
| TDP1 cell noCPT | -5% | -20% | ? | ? | 22% | -30% | 0% | 0% |
| N370S GC | 7% | -3% | . | 19% | . | 11% | 2% | 8% |
| TDP1 inh | 3% | 5% | -3% | 0% | 0% | -1% | 0% | 5% |

49: CCC(CC)C1=NN2C(=N)/C(=C/c3ccc(OC(=O)c4ccco4)cc3)C(=O)N=C2S1
50: CC(=O)OCC1OC(C#Cc2ccc(C(C)(C)C)cc2)C=CC1OC(C)=O (stereo not given)
51: O=C(Nc1ccc(-c2nc3cc(NC(=O)c4ccccc4Cl)ccc3o2)cc1)c1ccccc1Cl
52: CCOc1ccc(-c2ncncc2-c2ccccc2OC)c(O)c1
53: O=C(CSc1nnc(CNC(=O)c2c(F)cccc2Cl)o1)NCc1ccccc1
54: CCN(CC)C(=O)/C=C/c1ccc(OC)c(S(=O)(=O)N2CCCCC2)c1
55: COc1ccc(Nc2cc(C(=O)NCCCN3CCN(c4ccccc4F)CC3)c3ccccc3n2)c(OC)c1
56: CCOc1ccc(CNc2cccc(SC)c2)cc1

| screen / no. | 49 | 50 | 51 | 52 | 53 | 54 | 55 | 56 |
| --- | --- | --- | --- | --- | --- | --- | --- | --- |
| TDP1 cell noCPT | 17% | . | 2.9µM* | 23µM* | -30% | ? | 16µM* | ? |
| N370S GC | -11% | 0%[12.8 µM] | . | 1% | -3% | -7% | . | 4% |
| TDP1 inh | 5% | -1%[21 µM] | 4% | . | -2% | -12% | 7% | 6% |

57: CC1=CCC2COC(c3ccc[n+](Cc4ccccc4)c3)C1C2 (stereo not given)
58: Cc1cccc(-n2c(=O)[nH]c3c(C(N)=O)nc(-c4ccccc4Cl)nc32)c1
59: COc1cccc(-n2ccnc2SCC(=O)Nc2cc(C)on2)c1
60: CC(C)(C)OC(=O)NN=C(c1ccc(O)cc1)c1ccc(O)cc1
61: Cc1ccc(Cn2c(=O)n(CC3CCC(C(=O)N4CCOCC4)CC3)c(=O)c3sccc32)cc1 (stereo not given)
62: C=CCSc1ccc(S(=O)(=O)N2CCN(C)CC2)cn1
63: Cc1ccc(Cl)cc1NC(=O)CCS(=O)(=O)c1cccc2nonc12

| screen / no. | 57 | 58 | 59 | 60 | 61 | 62 | 63 |
| --- | --- | --- | --- | --- | --- | --- | --- |
| TDP1 cell noCPT | 2.9µM* | -29% | ? | 2% | 16µM* | -5% | ? |
| N370S GC | 1% | 21% | 4% | -21% | . | . | 2% |
| TDP1 inh | 7% | 1% | -1% | 3% | 8% | 1% | 3% |
